Screens as filed in PubChem.
L3MBTL1 block – inhibitors of human L3MBTL1 | AlphaScreen L3MBTL1–H3K9me1 peptide binding | Potency, µM (titrated, usually from 57.1 µM), inactives show top-dose activity, negative = inhibition, usual class: inhibitors | 230,000 compounds, 0.66% hits; note: % is set by controls: 0 for no effect and ±100 for the full control effect; nearly all actives have a fitted effect of over 60% in size
Target sequence (Q9Y468 whole entry, looked up): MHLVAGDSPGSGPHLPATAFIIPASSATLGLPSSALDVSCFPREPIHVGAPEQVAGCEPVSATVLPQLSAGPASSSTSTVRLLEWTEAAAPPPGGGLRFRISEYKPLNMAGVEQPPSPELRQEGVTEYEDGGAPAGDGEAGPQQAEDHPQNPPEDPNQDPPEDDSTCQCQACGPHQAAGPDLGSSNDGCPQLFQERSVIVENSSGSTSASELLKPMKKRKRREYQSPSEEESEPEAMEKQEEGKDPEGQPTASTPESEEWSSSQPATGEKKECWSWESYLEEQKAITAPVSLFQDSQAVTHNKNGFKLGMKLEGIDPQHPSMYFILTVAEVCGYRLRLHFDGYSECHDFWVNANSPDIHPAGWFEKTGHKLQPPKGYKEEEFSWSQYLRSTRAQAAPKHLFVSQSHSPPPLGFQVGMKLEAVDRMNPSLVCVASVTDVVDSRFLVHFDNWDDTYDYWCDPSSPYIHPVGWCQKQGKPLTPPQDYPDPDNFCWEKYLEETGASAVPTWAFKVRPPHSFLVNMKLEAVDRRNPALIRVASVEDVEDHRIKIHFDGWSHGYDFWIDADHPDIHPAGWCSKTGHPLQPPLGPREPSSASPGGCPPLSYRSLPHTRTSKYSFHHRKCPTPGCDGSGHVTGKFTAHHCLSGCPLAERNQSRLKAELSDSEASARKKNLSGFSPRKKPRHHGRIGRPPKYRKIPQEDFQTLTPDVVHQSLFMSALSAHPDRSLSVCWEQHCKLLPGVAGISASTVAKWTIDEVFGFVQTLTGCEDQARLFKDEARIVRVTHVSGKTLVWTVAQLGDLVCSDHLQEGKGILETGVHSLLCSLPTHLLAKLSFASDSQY
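L3MBTL1 (50 nM) pre-complexed 30 min with biotinylated H3(1-15)K9me1 peptide (75 nM), then compounds added for 30 min at room temperature; AlphaScreen streptavidin donor/nickel chelate acceptor beads (10 ug/mL final) read after 30 min dark incubation.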
Tau ThT inhib – blocks human tau fibril formation measured by thioflavin T | P10636 | recombinant tau K18 P301L (four-repeat tau fragment), heparin-induced fibrillization, ThT fluorescence | Potency, µM (highest dose often 57.4 µM), inactives show top-dose activity, negative = inhibition, actives largely listed as inhibitors | 270,000 compounds, 2.1% hits | AID 1460; note: % is set by controls: 0 for no effect and ±100 for the full control effect; nearly all actives have a fitted effect of over 55% in size
Target sequence (P10636 561-689 P618L limits assumed): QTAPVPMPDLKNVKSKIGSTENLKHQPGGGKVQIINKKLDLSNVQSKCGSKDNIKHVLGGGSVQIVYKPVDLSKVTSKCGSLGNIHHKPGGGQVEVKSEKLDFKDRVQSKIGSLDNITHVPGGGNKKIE
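Aggregation was driven by heparin (20 uM final) acting on recombinant tau […] bearing P301L in 100 mM sodium acetate pH 7; fibrils were detected with Thioflavin T.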
SMN2 splice enh – SMN2 splice variant enhancement. HEK293 SMN2-luciferase splicing reporter, luminescence, 30-36 h. Potency, µM (top dose mostly 46.1 µM), for the others: top-dose activity change, positive = activation, actives largely listed as activators. 210,000 compounds, 2.8% hits. AID 1458; note: % of control where 0% means no effect; nearly all actives have a fitted effect of over 55% in size
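qHTS luciferase splicing reporter: luminescence rises when SMN2 exon 7 is included in transfected HEK293 cells. Compound exposure lasted 30-36 h at 37C, with 4.5 mM final sodium butyrate as control, followed by a ONE-Glo read.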
Luc counter – blocks Kinase-Glo luciferase, a counter-screen artifact | Q27757 | Kinase-Glo luciferase, ATP luminescence, 8 min | Potency, µM (titrated, usually from 38.3 µM), inactives show at the top dose activity change, negative = inhibition, actives largely listed as inhibitors | 200,000 compounds, 0.28% hits; note: % is set by controls: 0 for no effect and ±100 for the full control effect; nearly all actives have a fitted effect of over 60% in size
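Recombinant Kinase-Glo luciferase, 10 uM ATP (linear range), luciferin; imidazole pH 7.2 / KCl / MgCl2 / Tween / BSA buffer; 8 min RT; luminescence.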
LMNA splice mod – modulators of lamin A splicing | AID 1487 | 200,000 compounds, 0.01% hits | HeLa LMNA splicing GFP/RFP minigene ratio, 48 h | Potency, µM (highest dose often 46.1 µM), for inactives: at the top dose ratio change, negative = inhibition, hits mostly inhibitors; active = well fitted inhibition curve with a large enough effect in the signal ratio, with a control signal flat, not every such curve was filed as active; inconclusive = small, poorly fitted or top-dose-only effect, or effect the other way, or a change in a side signal; the % refers to the signal ratio; note: % is set by controls: 0 for no effect and ±100 for the full control effect
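Read-out is the ratio of GFP to DsRed2 object intensity, acquired by 488 nm laser-scanning cytometry on HeLa lamin A-EGFP minigene reporter cells. Compound incubation 48 hrs at 37 °C in Opti-MEM with 2% FBS; DMSO 0.5% final.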
RECQ1 helicase – inhibitors of human RECQ1 DNA helicase; Potency, µM (titrated, usually from 57.3 µM), for inactives: top-dose activity, negative = inhibition, most hits filed as inhibitors; RECQ1 DNA unwinding, red fluorescence kinetic read; AID 2549; 240,000 compounds, 0.54% hits;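 note: plate controls were vehicle for no effect and no enzyme for full effect; nearly all actives have a fitted effect of over 30% in size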
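RECQ1T1 50 nM; forked duplex (20 bp + 30-nt ss tails) 200 nM, ATP 2 mM final; pH 8.0, 2 mM MgCl2, 2.5 ug/ml poly(dI-dC); 15 min compound preincubation; discontinuous kinetic read over 2 h at RT.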
ALDH1A1 inh – ALDH1A1 (human) enzyme inhibition; P00352; Purified ALDH1A1, NADH fluorescence, propionaldehyde substrate; Potency, µM (top dose mostly 75.3 µM), for inactives: at the highest dose activity, negative = inhibition, actives largely listed as inhibitors; 220,000 compounds, 7.3% hits; active = well fitted inhibition curve with a large enough effect, not every such curve was filed as active; inconclusive = small, poorly fitted or top-dose-only effect, or another doubt; inactive = no such curve, though single readings can be large or run the other way;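 note: plate controls were no enzyme wells and a reference inhibitor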
KDM4E inh – inhibitors of human JMJD2E histone demethylase. B2RXH2. JMJD2E catalytic domain, FDH-coupled NADH fluorescence (FDH is formaldehyde dehydrogenase). Potency, µM (titrated, usually from 57.1 µM), for the others: at the top dose activity change, negative = inhibition, most hits filed as inhibitors. 230,000 compounds, 1.6% hits. AID 2147; active = well fitted inhibition curve with a large enough effect, not every such curve was filed as active; inconclusive = small, poorly fitted or top-dose-only effect, or another doubt; inactive = no such curve, though single readings can be large or run the other way;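 note: 0% = wells with enzyme and -100% = buffer wells without enzyme; nearly all actives have a fitted effect of over 50% in size; many of its hits are not listed in these tables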
The depositor's hits bear a star; i = inactive; ? = inconclusive; · = not tested or not shown; & = joins results of further samples; [ ] = another dose, or the depositor's remark. Unless noted, calls come from the whole dose curve; as a rule, active = well fitted curve in the direction sought with a large enough effect; inconclusive = small, poorly fitted or top-dose-only effect, or another doubt; inactive = no such curve, though single readings can be large; an effect the other way counts as inactive or inconclusive. Potency is the fitted concentration of half-maximal effect. An excerpt; the hit share may differ from the screen's.

1) COc1cc2c3nnc(-c4ccccc4)c-3cn(Cc3ccc(F)cc3)c2cc1OC
2) COC(=O)C1CSC(C(=O)OC)N1C(=O)Nc1c(C)cccc1C (stereo not given)
3) Cc1cc(N)n2nc(C(F)(F)F)nc2n1
4) C/C(CC(=O)NC(C)(C)C)=N\NC(=O)c1ccccc1N
5) COc1ncc2nc(-c3cc(F)cc(F)c3)c(=O)n(CCc3ccccc3)c2n1
6) O=C(O)C1C2C=CC3(CN(C4CCCC4)C(=O)C13)O2 (stereo not given)

screen / no. | 1 | 2 | 3 | 4 | 5 | 6
L3MBTL1 block | -1% | 3% | -17% | · | · | 5%
Tau ThT inhib | ? | 4% | 18% | -7% | · | 14%
SMN2 splice enh | 4% | 3% | 8% | -49%[inhibitor] | -14% | 0%
Luc counter | 2% | 1% | 0% | 1% | -3% | -1%
LMNA splice mod | · | -7% | · | · | · | 1%
RECQ1 helicase | 30%[activator] | -1% | 35%[activator] | 3% | -5% | i
ALDH1A1 inh | ? | 3% | -8% | ? | ? | 10%
KDM4E inh | ? | -1% | 1% | ? | · | 7%

7) CCc1nnc(NC(=O)c2cc(S(=O)(=O)N3CCN(c4ccccc4)CC3)ccc2Cl)s1
8) Cc1ccc(S(=O)(=O)NCCCNc2ccc([N+](=O)[O-])cc2)cc1
9) O=C(NCc1cccs1)c1cccnc1Cl
10) CN(C)CCCNC(=O)c1cc2c3ccccc3n(C)c2s1
11) COc1ccc(Cc2nnc(SCc3ccc([N+](=O)[O-])cc3)o2)cc1
12) CSc1nnc(-c2ccc(C(F)(F)F)nc2C)o1

screen / no. | 7 | 8 | 9 | 10 | 11 | 12
L3MBTL1 block | -14% | -19% | 6% | -2% | 1% | 5%
Tau ThT inhib | -15% | ? | -2% | -5% | -5% | 7%
SMN2 splice enh | -8% | · | 20% | -12% | -3% | ·
Luc counter | 3% | 4% | 0% | 0% | 3% | ·
LMNA splice mod | ? | 2%[46 µM] | -3% | -21% | ? | ·
RECQ1 helicase | -5% | -11% | -6% | -11% | -6% | -2%
ALDH1A1 inh | ? | 14µM* | 5% | 0% | ? | ·
KDM4E inh | -4% | -8% | -1% | ? | 1% | ?

13) O=c1nc(-c2ccccc2)cn[nH]1
14) O=C(c1ccc(Cl)cc1)C1C2C(=O)N(c3ccccc3)C(=O)C2C2CCCN21 (stereo not given)
15) Oc1ccc2oc3c(c2c1)CCCC3
16) OCCC1CN(C2CSCCSC2)CCN1Cc1ccccc1 (stereo not given)
17) O=C1c2ccccc2C(=O)N1CCCCN(C(=O)c1cc([N+](=O)[O-])ccc1Cl)c1ccc(Cl)cc1
18) CC(=O)OC(C(=O)N1CCN(c2ccccc2F)CC1)c1ccccc1 (stereo not given)

screen / no. | 13 | 14 | 15 | 16 | 17 | 18
L3MBTL1 block | 36%[activator] | -5% | 0% | -3% | -16% | 1%
Tau ThT inhib | 6% | ? | -18% | -4% | -10% | 1%
SMN2 splice enh | 12% | -15% | -6% | · | -30% | -10%
Luc counter | -3% | 2% | 0% | · | -1% | 0%
LMNA splice mod | ? | -6% | -1% | · | -11% | 6%
RECQ1 helicase | -13% | -8% | -5% | i | -11% | -9%
ALDH1A1 inh | -10% | ? | -7% | ? | 5µM* | -1%
KDM4E inh | -12% | ? | 1% | 4% | 7% | 8%

19) O=C(O)CCSc1nnc(-c2ccc3c(c2)OCO3)o1
20) O=C(Nc1nnc(Cc2ccccc2)s1)c1cnccn1
21) CS(=O)(=O)c1cccc(NC(=O)C2CC2)c1
22) CCN=C1SC(CC(=O)Nc2ccccc2)C(=O)N1CC (stereo not given)
23) N#C/C(=C\c1cccs1)C(=O)NCc1ccccc1
24) NC(=O)CSc1nnc2ccc(-c3ccco3)nn12

screen / no. | 19 | 20 | 21 | 22 | 23 | 24
L3MBTL1 block | 4% | 4% | 5% | 4% | 7% | -5%
Tau ThT inhib | -2% | 2% | 0% | -1% | 0% | -6%
SMN2 splice enh | -29% | 23% | 0% | -15% | 11% | 4%
Luc counter | -20% | 3% | 0% | -1% | -1% | 2%
LMNA splice mod | 15% | · | -3%[46 µM] | 14% | -5% | -13%[46 µM]
RECQ1 helicase | i | -8% | -5% | -3% | -8% | i
ALDH1A1 inh | -15% | ? | 6% | 0% | -2% | ?
KDM4E inh | ? | 0% | 7% | 5% | 1% | ?

25) CC1(C)CC(=O)C=C(NNC(=O)C2CCCCC2)C1
26) CCN1CCN(CCNC(=O)c2ccc(/C=C3/Sc4ccccc4N(Cc4cccc(C)c4)C3=O)cc2)CC1
27) COC(=O)CNC(=O)C1CCCN1C(=O)CNC(=O)OC(C)(C)C (stereo not given)
28) Cc1cccc(N2CCN(S(=O)(=O)c3cccc4nonc34)CC2)c1C
29) CCOC(=O)c1cnn(CCOC(=O)c2ccc(F)cc2)c1NC(=O)c1ccc(F)cc1
30) Cc1ccsc1-c1nc(CSCC(=O)NCCN2CCCC2)c(C)o1

screen / no. | 25 | 26 | 27 | 28 | 29 | 30
L3MBTL1 block | -1% | · | 1% | ? | 6% | -5%
Tau ThT inhib | -9% | ? | -12% | -10% | -3% | -18%
SMN2 splice enh | 13% | · | 4% | -27% | -10% | -8%
Luc counter | -2% | · | 3% | 1% | -3% | -2%
LMNA splice mod | -4% | · | 1% | -6% | -9% | -1%
RECQ1 helicase | 3% | i | -4% | 0% | 0% | 13%
ALDH1A1 inh | 13µM* | ? | 5% | -5% | -10% | ?
KDM4E inh | -2% | ? | 8% | 6% | 0% | ?

Entries of single compounds, looked up by structure.
`Cc1cccc(N2CCN(S(=O)(=O)c3cccc4nonc34)CC2)c1C` across the screens: L3MBTL1 block: ?; Tau ThT inhib: -10%; SMN2 splice enh: -27%; Luc counter: 1%; LMNA splice mod: -6%; RECQ1 helicase: 0%; ALDH1A1 inh: -5%; KDM4E inh: 6%
`Cc1ccsc1-c1nc(CSCC(=O)NCCN2CCCC2)c(C)o1` across the screens: L3MBTL1 block: -5%; Tau ThT inhib: -18%; SMN2 splice enh: -8%; Luc counter: -2%; LMNA splice mod: -1%; RECQ1 helicase: 13%; ALDH1A1 inh: ?; KDM4E inh: ?
`COC(=O)CNC(=O)C1CCCN1C(=O)CNC(=O)OC(C)(C)C` (stereo not given) across the screens: L3MBTL1 block: 1%; Tau ThT inhib: -12%; SMN2 splice enh: 4%; Luc counter: 3%; LMNA splice mod: 1%; RECQ1 helicase: -4%; ALDH1A1 inh: 5%; KDM4E inh: 8%

The list continues.
31) COc1ccc(N2CCN(C(c3ccccc3OC)c3nnnn3Cc3ccco3)CC2)cc1 (stereo not given)
32) O=C1CC(N2CCN(c3ccc(O)cc3)CC2)C(=O)N1Cc1cccs1 (stereo not given)
33) CC(C)NC(=O)C1CCCN(S(=O)(=O)c2cccs2)C1 (stereo not given)
34) CCOc1ccc(C(=O)c2cnc3ccccc3c2N2CCN(CC)CC2)cc1
35) Cn1cccc1Cc1nnc(SCC(N)=O)n1-c1ccc(F)cc1
36) CC1CCN(S(=O)(=O)c2ccc(NC(=O)Cn3nnc(-c4ccccc4)n3)cc2)CC1

screen / no. | 31 | 32 | 33 | 34 | 35 | 36
L3MBTL1 block | · | -7% | -10% | · | -11% | 0%
Tau ThT inhib | -19% | ? | 1% | -9% | -8% | 11%
SMN2 splice enh | 10% | -48%[inhibitor] | 5% | ? | 2% | 2%
Luc counter | 1% | 4% | 2% | -1% | -1% | -8%
LMNA splice mod | -5% | ? | 12% | · | -7% | 20%
RECQ1 helicase | 11% | -10% | 6% | 7% | -10% | -3%
ALDH1A1 inh | ? | 25µM* | -17% | 8.9µM* | 1% | 4%
KDM4E inh | 3% | ? | 7% | -11% | -17% | 3%

37) Cc1ccc(NC(=O)CS(=O)CC(=O)Nc2ccc3c(c2)OCO3)cc1Cl (stereo not given)
38) CN1CCN(S(=O)(=O)c2ccc(Sc3nc4ccccc4[nH]3)c3nsnc23)CC1
39) CCc1ccccc1N/C(=N\S(=O)(=O)c1ccccc1)C(F)(F)F
40) Cc1[nH]c2ccccc2c1C(=O)CSc1nc2ncc(Cl)cc2[nH]1
41) CN(C)CCN1C(=O)C2C3C=CC(C3)C2C1=O (stereo not given)
42) CCOC(=O)C1C(=O)C=C(c2cccc(NS(C)(=O)=O)c2)CC1c1ccco1 (stereo not given)

screen / no. | 37 | 38 | 39 | 40 | 41 | 42
L3MBTL1 block | -21% | · | 3% | -25% | 2% | -5%
Tau ThT inhib | -14% | -15% | -2% | -4% | -9% | -17%
SMN2 splice enh | 9% | 2% | -27% | 2% | · | -10%
Luc counter | -5% | 6% | -2% | -2% | -3% | 0%
LMNA splice mod | ? | 0% | -2% | ? | -5%[46 µM] | ?
RECQ1 helicase | -9% | i | -2% | -11% | 7% | -2%
ALDH1A1 inh | ? | -8% | ? | -2% | 3% | 20µM*
KDM4E inh | 1% | 3% | -1% | -10% | ? | 2%

43) OC[C@H]1O[C@@H]2O[C@H]3[C@H](O)[C@@H](O)[C@@H](O[C@H]4[C@H](O)[C@@H](O)[C@@H](O[C@H]5[C@H](O)[C@@H](O)[C@@H](O[C@H]6[C@H](O)[C@@H](O)[C@@H](O[C@H]7[C@H](O)[C@@H](O)[C@@H](O[C@H]1[C@H](O)[C@H]2O)O[C@@H]7CO)O[C@@H]6CO)O[C@@H]5CO)O[C@@H]4CO)O[C@@H]3CO
44) CC(=O)Oc1ccc(C(c2ccc(OC(C)=O)cc2)c2ccccn2)cc1
45) Cc1cccc(NC(=O)c2n[nH]c([N+](=O)[O-])c2Br)c1C
46) O=S(=O)(c1ccc(F)cc1)N1CCC(N2CCCC2)CC1
47) COc1ccc(CNC(=O)CNS(=O)(=O)c2ccc(Cl)cc2)cc1

screen / no. | 43 | 44 | 45 | 46 | 47
L3MBTL1 block | · | 0% | 9% | ? | -3%
Tau ThT inhib | · | -8%&-5% | ? | 0% | -3%
SMN2 splice enh | 4% | 0% | 10µM* | 9% | 5%
Luc counter | · | -3% | 1% | 0% | 1%
LMNA splice mod | ? | ? | · | -10% | ?
RECQ1 helicase | -4% | -8% | i | -12% | -16%
ALDH1A1 inh | ? | 10% | 2% | -3% | -2%
KDM4E inh | · | ? | 3% | ? | -7%
